MBNL1 CUG block: blocks human MBNL1 binding to CUG repeat RNA | Q9NR56 | TR-FRET MBNL1-His/biotin-(CUG)12 binding, 665/545 ratio | Potency, µM (top dose mostly 57.5 µM), inactives show at the top dose activity change, negative = inhibition, usual class: inhibitors | 0.036% of 280,000 active | AID 2675; active = well fitted inhibition curve with a large enough effect in the signal ratio, with a control signal flat, not every such curve was filed as active; inconclusive = small, poorly fitted or top-dose-only effect, or effect the other way, or a change in a side signal; inactive = no such curve, though single readings can be large or run the other way; the % refers to the signal ratio; also: potency is read from the fitted curve at half-maximal effect; % is scaled to controls: 0 for no effect and ±100 for the full control effect
Target sequence (Q9NR56 whole entry, looked up): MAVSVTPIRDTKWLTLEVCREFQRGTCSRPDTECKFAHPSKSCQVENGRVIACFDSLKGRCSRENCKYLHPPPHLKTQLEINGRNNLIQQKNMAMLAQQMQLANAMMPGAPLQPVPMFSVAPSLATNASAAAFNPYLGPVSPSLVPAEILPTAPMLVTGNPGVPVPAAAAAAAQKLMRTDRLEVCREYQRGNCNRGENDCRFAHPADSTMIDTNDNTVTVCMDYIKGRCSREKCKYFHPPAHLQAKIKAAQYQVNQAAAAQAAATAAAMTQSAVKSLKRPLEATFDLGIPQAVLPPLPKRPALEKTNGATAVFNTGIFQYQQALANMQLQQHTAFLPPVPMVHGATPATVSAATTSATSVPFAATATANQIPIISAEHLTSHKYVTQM
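TR-FRET readout: Ex 340 nm, 665/545 nm emission ratio, normalized to buffer-only (basal) and MBNL1-(CUG)12 controls. Complex of MBNL1-His with Biotin-(CUG)12, compounds 92 nM–58 uM, incubated 60 min at room temperature.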
A-T KAP1 phos: candidate therapy for ataxia-telangiectasia | AID 485349 | Potency, µM (top dose mostly 57.5 µM), for inactives: top-dose activation, usual class: activators | […] A-T fibroblasts, KAP-1 phosphorylation AlphaLISA; neocarzinostatin DNA damage 30 min before lysis | 0.19% of 320,000 active; also: potency is read from the fitted curve at half-maximal effect; % of control where 0% means no effect; nearly all actives have a fitted effect of over 45% in size
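ATM-like activity read as KAP-1 phosphorylation via AlphaLISA donor/acceptor antibody pairs after lysis and 6 hr at 25C. Cells were ATM-null patient fibroblasts ([…], hTERT), dosed 60 min, then exposed to the DSB inducer NCS for 30 min.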
TSHR antagonist: human thyrotropin receptor antagonism; 0.2% of 330,000 active; TSHR-expressing cells, TSH-stimulated cAMP HTRF, 2 h; hits give low values; AID 504810; activity change, negative = inhibition, % at 11.5 µM; P16473;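 active = activity change below a set negative limit, meaning inhibition stronger than a set level, cut at about -70% in these data; inconclusive = activity change between two set negative limits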; also: % is scaled to controls: 0 for no effect and ±100 for the full control effect
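Cell-based HTRF cAMP assay; TSHR cells + compound, TSH EC80 (4nM final), 2 h, 37 deg C. Lysis with anti-cAMP cryptate and cAMP-d2, 30 min RT, read 665/620 nm.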
CXXC DNA block: blocks binding of human MLL CXXC domain to DNA; Q03164; MLL-CXXC / FITC-HOXA9 DNA fluorescence polarization; Potency, µM (top dose mostly 115 µM), without a hit: at the highest dose activity change, negative = inhibition, most hits filed as inhibitors; 0.037% of 290,000 active; AID 2662; active = well fitted inhibition curve with a large enough effect in the polarisation, with a control signal flat, not every such curve was filed as active; inconclusive = small, poorly fitted or top-dose-only effect, or effect the other way, or a change in a side signal; inactive = no such curve, though single readings can be large or run the other way; the % refers to the polarisation; also: potency is read from the fitted curve at half-maximal effect
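Steps: dispense CXXC domain solution (7 uM) → pin compounds or unlabeled HOX-A9 DNA control → 5 min ambient → add FLSN-HOX-A9 solution (50 nM) → spin → 30 min ambient → fluorescence polarization. Tris pH 7.5/NaCl/DTT/BSA buffer.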
Menin-MLL TR inh: menin-MLL binding inhibition, Texas Red mutant peptide; AID 1768; Menin + Texas Red MLL mutant peptide, fluorescence polarization; 0.23% of 270,000 active; Potency, µM (highest dose often 61.6 µM), for the others: at the highest dose FP activity change, negative = inhibition, hits mostly inhibitors; active = well fitted inhibition curve with a large enough effect in the polarisation, with a control signal flat, not every such curve was filed as active; inconclusive = small, poorly fitted or top-dose-only effect, or effect the other way, or a change in a side signal; inactive = no such curve, though single readings can be large or run the other way; the % refers to the polarisation; also: potency is read from the fitted curve at half-maximal effect; % of control where 0% means no effect; many of its hits are not listed in these tables
Target sequence (O00255 whole entry, looked up): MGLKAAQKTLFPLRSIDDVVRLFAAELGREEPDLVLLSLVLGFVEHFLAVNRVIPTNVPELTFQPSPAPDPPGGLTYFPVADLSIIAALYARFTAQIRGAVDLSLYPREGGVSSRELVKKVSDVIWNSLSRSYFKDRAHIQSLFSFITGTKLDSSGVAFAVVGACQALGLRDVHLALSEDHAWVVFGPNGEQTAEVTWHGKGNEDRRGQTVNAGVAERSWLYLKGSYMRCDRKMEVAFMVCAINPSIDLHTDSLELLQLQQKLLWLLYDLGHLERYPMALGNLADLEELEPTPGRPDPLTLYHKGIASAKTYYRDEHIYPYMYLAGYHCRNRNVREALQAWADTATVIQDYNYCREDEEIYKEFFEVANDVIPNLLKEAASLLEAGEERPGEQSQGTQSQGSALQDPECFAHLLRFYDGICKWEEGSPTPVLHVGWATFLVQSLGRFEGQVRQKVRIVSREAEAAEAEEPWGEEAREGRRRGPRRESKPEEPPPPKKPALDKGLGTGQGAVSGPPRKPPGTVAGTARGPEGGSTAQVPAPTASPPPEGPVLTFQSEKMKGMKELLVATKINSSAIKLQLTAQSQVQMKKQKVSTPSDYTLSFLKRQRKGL
a7 integrin act: activators of alpha7 integrin expression for muscular dystrophy; alpha7betagal myoblasts, beta-gal FDG fluorescence, 48 h; Potency, µM (titrated, usually from 38.3 µM), for inactives: at the top dose activation, usual class: activators; AID 624291; 0.064% of 350,000 active;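 also: potency is read from the fitted curve at half-maximal effect; 100% = response of the positive control SU9516; nearly all actives have a fitted effect of over 60% in size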
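Alpha7betagal+/- myoblasts (passage 13) were plated 16-24 hr, then exposed to compounds (1:260 dilution of DMSO stock) for 48 hours at 37C. After MPER lysis, β-galactosidase reporter activity was read as FDG fluorescence (ex 480/em 540) after 30 minutes.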
Mito fusion act: blocks mitochondrial division or promotes mitochondrial fusion | S. cerevisiae fusion-defective mutant growth rescue, CellTiterGlo 48 h | Potency, µM (titrated, usually from 46.1 µM), inactives show at the top dose growth rescue (activation), actives largely listed as activators | 0.23% of 320,000 active | AID 485298;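 also: potency is read from the fitted curve at half-maximal effect; % of control where 0% means no effect; nearly all actives have a fitted effect of over 45% in size; temperature-sensitive fusion mutants such as fzo1-1 at 37 °C on non-fermentable ethanol glycerol medium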
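Compounds are tested for their ability to restore growth of mitochondrial fusion-defective yeast strains at non-permissive 37C in YPEG medium over 48 hours. Viability is quantified by luciferase luminescence.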
S-ASM inh: blocks human secretory acid sphingomyelinase | P17405 | placental ASM, HMU-PC fluorogenic substrate, 60 min | Potency, µM (doses to about 57.5 µM), inactives show top-dose activity change, negative = inhibition, most hits filed as inhibitors | 0.006% of 340,000 active | AID 504937; also: potency is read from the fitted curve at half-maximal effect
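Human placenta-derived ASM enzyme was preincubated with compound for 10 minutes at room temperature, then given fluorogenic substrate HMU-PC0 (9 uM final) for 60 minutes at 37 °C; a pH 10 stop preceded fluorescence reading at Ex 386/Em 447 nm.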
TCR activator: T cell receptor activation; primary human leukocytes, anti-CD3, IL-2 HTRF, 48 h; Potency, µM (series often up to 9.22 µM), inactives show at the highest dose activation of IL-2 secretion, hits mostly activators; 330,000 tested, under 10 active; also: % of control where 0% means no effect
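IL-2 produced over 48 hr by a-CD3 bead-stimulated primary human leukocytes exposed to compounds was detected with a homogeneous time-resolved FRET immunoassay, 665nm acceptor signal after 320nm excitation.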
PTAP TSG101 blk: blocks PTAP/TSG101 interaction to inhibit HIV-1 budding. 340,000 tested, under 10 active. Fluorescence polarization, FITC-PTAP peptide / Tsg101 binding. Q99816. Potency, µM (doses to about 115 µM), for the others: top-dose activity change, negative = inhibition, usual class: inhibitors; active = well fitted inhibition curve with a large enough effect in the main read-out, with a control signal flat, not every such curve was filed as active; inconclusive = small, poorly fitted or top-dose-only effect, or effect the other way, or a change in a side signal; inactive = no such curve, though single readings can be large or run the other way; also: potency is read from the fitted curve at half-maximal effect; % of control where 0% means no effect
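Fluorescence polarization binding of Tsg101 binding domain (10 uM final) to FITC-labeled PTAP peptide (50 nM final) in HEPES pH 7.5 buffer with NaCl, Tween 20, EDTA, TCEP. Compounds added before peptide; binding 20 min at RT.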
The depositor's hits bear a star; ? = inconclusive; . = not tested or not shown; [ ] = remark or other dose. Unless noted, calls follow the shape of the dose curve; as a rule, active = well fitted curve in the direction sought with a large enough effect; inconclusive = small, poorly fitted or top-dose-only effect, or another doubt; inactive = no such curve, though single readings can be large; an effect the other way counts as inactive or inconclusive.

SMILES	MBNL1 CUG block	A-T KAP1 phos	TSHR antagonist	CXXC DNA block	Menin-MLL TR inh	a7 integrin act	Mito fusion act	S-ASM inh	TCR activator	PTAP TSG101 blk
CCOC(=O)Cc1nnc(NC(=O)CSc2ccc(C)cc2)s1	-2%	0%	-3	5%	-2%	-4%	-1%	-1%	-1%	-1%
O=C(Nc1ccnn1C1CCN(Cc2ccc(CO)o2)CC1)c1ccccc1Cl	2%	5%	0	?	-10%	27%	-1%	-1%	-1%	0%
CC(=O)Nc1ccccc1OCC(=O)NCC(F)(F)F	-1%	1%	-2	0%	-12%	11%	1%	9%	-1%	1%
C/C=C/c1ccc(OCC(=O)Nc2ccc(C(N)=O)cc2)c(OC)c1	0%	0%	2	5%	?	3%	16%	-1%	1%	-1%
CN(C(=O)COc1ccccc1)c1nnc(-c2ccncc2)s1	-3%	-1%	-13	5%	16%	-26%	2%	-1%	-4%[46.1 µM]	-9%
COc1cc(C(C)=O)ccc1OCC(O)CN(CCO)Cc1ccccc1 (configuration not stated)	-2%	1%	-7	13%	-21%	28%	1%	6%	-24%	-3%
CC(C)Cc1ccc(C(C)C(=O)Nc2cccnc2)cc1 (configuration not stated)	-10%	17%	-20	3%	0%	-8%	8%	2%	-3%	1%
COc1ccccc1OCc1nc(C#N)c(N2CCC(C(N)=O)CC2)o1	-5%	2%	3	6%	-16%	18%	-1%	6%	-5%	-1%
O=C(NCc1ccccc1)N1CCOc2ccccc21	-6%	-1%	-2	2%	-4%	-4%	-3%	1%	-1%	-6%
CCOc1cccc(CN2CCCC(CCC(=O)NCc3ccccc3F)C2)c1O (configuration not stated)	1%	1%	2	0%	-23%	3%	2%	-6%	-7%	-1%
CCCc1cc(C(=O)N2CCCC(N3CCN(c4ccccc4F)CC3)C2)n(C)n1 (configuration not stated)	-6%	8%	-1	-1%	.	4%	-1%	1%	6%	-7%
Nc1ccc(-c2ccc(N)c(C(=O)O)c2)cc1C(=O)O	-11%	3%	-1	?	.	27%	4%	14%	-5%	-1%
O=C(c1cc2ccccc2oc1=O)N(Cc1ccco1)C1CCS(=O)(=O)C1 (configuration not stated)	12%	4%	-7	-1%	-1%	26%	0%	2%	2%	-6%
CC[C@H](C)[C@H]1CNC(=O)C(=O)N1CC1CCN(CC2CCC(C)CC2)CC1 (some centres not stated)	.	.	.	.	.	-11%	.	11%	9%	-4%
CCOC(=O)c1cccc(NC(=O)CSc2nc3ccccc3c(=O)n2CCOC)c1	-3%	2%	-13	7%	1%	0%	4%	-12%	6%	-1%
O=C(CSc1ccc(Cl)cc1)NC1CCCC1	7%	3%	0	6%	31%[activator]	20%	2%	4%	-2%	-7%
CSc1ncnc2c1ccn2CC(=O)Nc1ccc(C)c(C)c1	.	-8%	-3	.	.	-13%	-5%	3%	7%	-1%
COc1ccc(C2=C/C(=C/c3cccnc3)C(=O)O2)cc1OC	?	25%	-9	30%	6%	-10%	-3%	134%[activator]	-3%[46.1 µM]	0%
Cc1ccc(C(=O)OCC(=O)NC(C)c2ccccc2)s1 (configuration not stated)	.	-7%	-10	.	.	5%	.	4%	-4%	0%
Cc1cc(OCC(=O)OCC(=O)NCc2ccc3c(c2)OCO3)ccc1Cl	.	-5%	1	.	.	-2%	-5%	-2%	1%	0%
CC(C)C[C@H](NC(=O)N1CC(=O)Nc2ccccc21)C(=O)N[C@H](Cc1ccccc1)C(=O)O	-3%	8%	8	0%	3%	2%	1%	-2%	2%	-2%
Cc1ccc(OCCCCNC(C)c2ccccc2)c(C)c1 (configuration not stated)	3%	0%	-1	6%	-8%	-53%[inhibitor]	-10%	-3%	1%	-4%
Cc1cccn2c(=O)nc(SCC(=O)NCc3ccccc3)nc12	.	4%	1	.	.	11%	-2%	-4%	-7%	-6%
O=C(/C=C/c1c(F)cccc1Cl)N1CCOCC1	13%	3%	11	-4%	.	4%	4%	1%	0%	-7%
Cc1cccc(NC(=O)C2CCC(CNC(=O)[C@@H]3Cc4ccccc4CN3)CC2)c1 (some centres not stated)	-2%	-1%	20	4%	.	?	-4%	-1%	-2%	-7%
(next part)
SMILES	MBNL1 CUG block	A-T KAP1 phos	TSHR antagonist	CXXC DNA block	Menin-MLL TR inh	a7 integrin act	Mito fusion act	S-ASM inh	TCR activator	PTAP TSG101 blk
CN1CCN(C(=O)c2ccc(S(=O)(=O)c3ccc(Br)cc3)cc2)CC1	-2%	-2%	-4	-6%	1%	-16%	-2%	-2%	-7%	-9%
Cc1cccc(C(=O)Nc2ccc(C(=O)N/N=C/c3ccc4c(c3)OCO4)cc2)c1	-1%	2%	-4	3%	?	-17%	24%	62%	4%	0%
O=C(c1ccc(S(=O)(=O)N2CCOCC2)cc1)N1CCN(c2ccccc2F)CC1	-15%	1%	-2	8%	12%	8%	4%	0%	.	-6%
Cc1ccc(NS(=O)(=O)c2ccc(C(=O)N3CCC3)cc2)cc1	.	-12%	-2	.	.	-11%	1%	6%	2%	-2%
COc1ccc(NC(=O)CN2C(=O)COc3ccc(C)cc32)cc1	-7%	3%	9	14%	-20%	30%	2%	1%	13%	4%
CCC(C)N1C(=O)S/C(=C/c2ccc3c(c2)n(C)c(=O)n3C)C1=O (configuration not stated)	6%	-3%	-24	18%	-12%	8%	5%	54%[activator]	-5%	-2%
CCOC(=O)C1(CCCCCCOc2ccc(Cl)cc2)CO1 (configuration not stated)	-7%	.	6	4%	-18%	.	-4%	.	.	.
O=C(NCc1ccccc1)c1ncn[nH]1	-4%	4%	-8	6%	.	9%	-1%	-1%	4%	-1%
O=C(NC1CC1)c1cc2c(F)cccc2s1	10%	5%	15	-7%	-5%	17%	-5%	3%	-8%	-5%
COc1ccc(-c2c(-c3ccc(S(C)(=O)=O)cc3)sc3ccc(OC)cc23)cc1	.	7%	6	.	.	-12%	.	32%	-1%	2%
O=C(C1CCCO1)N1CCc2ccccc21 (configuration not stated)	-1%	-1%	-4	9%	-15%	-20%	7%	3%	-4%	-1%
COc1ccc2ccccc2c1C1NC(=O)NC(C)=C1[N+](=O)[O-] (configuration not stated)	?	12%	-2	?	-10%	14%	-2%	2%	-2%	2%
COC(=O)C(C)N(C#N)c1nc(C)cc(C)n1 (configuration not stated)	4%	2%	6	9%	-13%	6%	1%	7%	4%	-2%
COc1cccc(C2CC(C(F)(F)F)n3nc(C(=O)Nc4c(C)n(C)n(-c5ccccc5)c4=O)cc3N2)c1 (configuration not stated)	4%	6%	-4	-8%	-26%	-16%	0%	-3%	1%	2%
CCS(=O)(=O)N1CCN(C(=O)c2ccccc2[N+](=O)[O-])CC1	10%	-2%	1	24%	6%	1%	0%	0%	-145%	-3%
Cc1nc2ccccc2c(=O)n1-c1ccc(F)c(NS(=O)(=O)c2ccccc2F)c1	.	4%	-7	.	.	15%	7%	-4%	-1%	-1%
NS(=O)(=O)c1ccc(CCNC(=O)CSc2nc3ccccc3c(=O)n2CC2CCCO2)cc1 (configuration not stated)	0%	-3%	3	7%	.	-16%	-5%	17%	-3%	-1%
CN(C)S(=O)(=O)c1cccc(NC(=O)c2ccc(NS(=O)(=O)c3cccs3)cc2)c1	.	-7%	19	.	.	9%	.	5%	1%	-5%
CNC(=S)N/N=C(\C)c1ccc2c(c1)OCO2	.	0%	3	10%	-4%	1%	0%	4%	5%	-3%
CCNC(=O)N1CCC(c2nc3ccccc3s2)CC1	-2%	-16%	10	3%	20%	7%	-1%	2%	1%	-8%
COc1cccc(CC(NC(C)=O)C(=O)NC2CCN(S(=O)(=O)c3cccc4ccccc34)CC2)c1 (configuration not stated)	11%	.	-8	-3%	-12%	1%	-3%	-1%	1%	-1%
C[C@H]1CN([C@@H](C)CO)C(=O)c2cccc(NC(=O)C3CC3)c2O[C@H]1CN(C)C(=O)Nc1ccc2c(c1)OCO2	.	-7%	7	.	.	17%	.	3%	0%	-2%
CSCCC(=O)N(C)CC1CCCN(CCc2cccc(C(F)(F)F)c2)C1 (configuration not stated)	-6%	4%	10	4%	-4%	20%	-3%	7%	.	-1%
COc1ccc(NS(=O)(=O)c2cc3c(cc2C)N(C)CCO3)c(OC)c1	10%	2%	0	.	13%	-23%	4%	2%	-4%	-5%

Not all compounds are listed; the hit share may differ from the screen's.
